Screening results as filed in PubChem BioAssay.
Tau ThT inhib – qHTS for Inhibitors of Tau Fibril Formation, Thioflavin T Binding; Potency, µM (doses to about 57.4 µM), inactives show at the top dose activity, negative = inhibition, usual class: inhibitors; 2.1% of 270,000 active; AID 1460, 2008; recombinant tau K18 P301L, heparin-induced fibrillization, ThT fluorescence; Microtubule-associated protein tau (Homo sapiens), P10636; also: nearly all actives have a fitted effect of over 55% in size
Target sequence (P10636 561-689 P618L limits assumed): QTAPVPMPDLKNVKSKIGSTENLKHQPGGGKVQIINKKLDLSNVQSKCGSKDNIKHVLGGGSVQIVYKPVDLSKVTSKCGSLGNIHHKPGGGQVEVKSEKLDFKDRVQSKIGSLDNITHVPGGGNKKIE
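Using a mix of unlabeled (15 uM) and Alexa 594-labeled (0.24 uM) tau K18 P301L, heparin-triggered fibrillization over 6 hr at 37 C was scored by ThT fluorescence.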
L3MBTL1 block – qHTS Assay for the Inhibitors of L3MBTL1; Lethal(3)malignant brain tumor-like protein 1 (Homo sapiens), Q9Y468; AlphaScreen L3MBTL1–H3K9me1 peptide binding; Potency, µM (series often up to 57.1 µM), for inactives: top-dose activity, negative = inhibition, usual class: inhibitors; 0.66% of 230,000 active; also: nearly all actives have a fitted effect of over 60% in size
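Displacement of a biotinylated histone H3(1-15) peptide monomethylated at Lys9 (75 nM) from L3MBTL1 (50 nM) was measured by AlphaScreen after a 30 min room-temperature compound incubation; cefsulodin titration served as intraplate control.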
Tau fluor cs – Counterscreen qHTS for Inhibitors of Tau Fibril Formation, Fluorescence Polarization; tau K18 P301L (four-repeat tau fragment) Alexa594 fluorescence, heparin fibrillization; Potency, µM (doses to about 57.7 µM), inactives show at the top dose activity change, negative = decrease; 0.93% of 280,000 active; AID 1463, 2008; also: nearly all actives have a fitted effect of over 55% in size
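Human K18 P301L tau (15 uM unlabeled plus 0.24 uM Alexa 594-labeled, final) in 100 mM sodium acetate pH 7 was mixed with compound and 20 uM heparin and incubated 6 hr at 37 C.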
ALDH1A1 inh – qHTS Assay for Inhibitors of Aldehyde Dehydrogenase 1 (ALDH1A1) | Aldehyde dehydrogenase 1A1 (Homo sapiens), P00352 | Purified ALDH1A1, NADH fluorescence, propionaldehyde substrate | Potency, µM (series often up to 75.3 µM), without a hit: at the top dose activity, negative = inhibition, usual class: inhibitors | 7.3% of 220,000 active | AID 1030, 2008; active = well fitted inhibition curve with a large enough effect, not every such curve was filed as active; inconclusive = small, poorly fitted or top-dose-only effect, or another doubt; inactive = no such curve, though single readings can be large or run the other way;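 also: plate controls were no enzyme wells and a reference inhibitor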
Target sequence (P00352 whole entry, looked up): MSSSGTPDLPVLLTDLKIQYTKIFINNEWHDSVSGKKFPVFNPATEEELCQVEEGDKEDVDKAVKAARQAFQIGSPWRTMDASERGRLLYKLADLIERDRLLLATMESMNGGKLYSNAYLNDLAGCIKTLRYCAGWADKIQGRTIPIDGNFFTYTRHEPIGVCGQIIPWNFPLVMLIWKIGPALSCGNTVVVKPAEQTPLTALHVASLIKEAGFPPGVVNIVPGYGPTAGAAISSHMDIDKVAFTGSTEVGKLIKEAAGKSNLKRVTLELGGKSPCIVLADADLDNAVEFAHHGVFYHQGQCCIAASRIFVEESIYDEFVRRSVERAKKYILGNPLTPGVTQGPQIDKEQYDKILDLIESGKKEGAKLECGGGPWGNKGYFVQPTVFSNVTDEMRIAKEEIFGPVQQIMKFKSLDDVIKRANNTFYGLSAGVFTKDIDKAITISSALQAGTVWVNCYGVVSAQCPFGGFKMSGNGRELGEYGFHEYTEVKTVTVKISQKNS
GLA spleen mod – qHTS Assay for Inhibitors and Activators of Human alpha-Galactosidase From Spleen Homogenate. AID 2107, 2009. human spleen homogenate, 4MU-alpha-Gal fluorescence, 40 min. 0.008% of 240,000 active. Potency, µM (series often up to 80 µM), inactives show top-dose activity change, negative = inhibition, actives largely listed as inhibitors. Alpha-galactosidase A (Homo sapiens), P06280;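 also: 0% = enzyme with vehicle and -100% = no enzyme basal signal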
Target sequence (P06280 32-429 limits assumed): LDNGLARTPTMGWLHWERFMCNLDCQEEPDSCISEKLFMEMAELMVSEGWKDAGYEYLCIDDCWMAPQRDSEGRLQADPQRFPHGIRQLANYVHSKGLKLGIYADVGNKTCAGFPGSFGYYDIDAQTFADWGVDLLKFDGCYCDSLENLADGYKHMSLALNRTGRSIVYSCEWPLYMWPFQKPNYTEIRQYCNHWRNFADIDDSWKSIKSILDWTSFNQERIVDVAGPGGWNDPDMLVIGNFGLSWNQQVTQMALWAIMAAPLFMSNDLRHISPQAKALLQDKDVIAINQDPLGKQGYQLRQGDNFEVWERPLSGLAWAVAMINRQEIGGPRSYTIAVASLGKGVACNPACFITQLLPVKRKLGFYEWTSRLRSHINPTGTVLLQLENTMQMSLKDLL
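Inhibition or activation of alpha-galactosidase in human spleen homogenate is scored by 4-MU fluorescence after 40 min at 37C, pH 5.0, with 1 mM substrate. AC50s come from concentration-response fitted to the Hill equation.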
TR SRC2 fluor cs – Total Fluorescence Counterscreen for Inhibitors of the Interaction of Thyroid Hormone Receptor and Steroid Receptor Coregulator 2 | TRb/SRC2 Texas Red total fluorescence interference | Potency, µM (highest dose often 106 µM), inactives show at the highest dose fluorescence change, negative = quenching | 0.29% of 280,000 active | AID 1479, 2009; active = well fitted curve in either direction with a large enough effect; inconclusive = small, poorly fitted or top-dose-only effect
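Human TRb ligand-binding domain at 0.6 uM with 20 nM Texas Red SRC2 peptide in Tris buffer containing 1 uM T3 and 5% DMSO, incubated with compound 5 h at ambient temperature. Total fluorescence (555/632 nm) calculated as parallel + 2 × perpendicular.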
TRb-SRC2 inh – qHTS for Inhibitors of the Interaction of Thyroid Hormone Receptor and Steroid Receptor Coregulator 2; Thyroid hormone receptor beta (Homo sapiens), P10828; TRbeta-SRC2 peptide binding, fluorescence polarization; receptor liganded with 1 µM T3; Potency, µM (top dose mostly 106 µM), for the others: at the top dose activity change, negative = inhibition, hits mostly inhibitors; 0.065% of 280,000 active;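 also: plate controls were bound peptide for no effect and peptide without receptor for full effect; nearly all actives have a fitted effect of over 50% in size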
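Binding of a 20-amino-acid Texas Red SRC2 peptide (20 nM) to TRb ligand-binding domain (0.6 uM) with agonist T3 at 1 uM was followed by fluorescence polarization after a 5 hr room-temperature incubation.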
Tau fibril FP – qHTS for Inhibitors of Tau Fibril Formation, Fluorescence Polarization. AID 1468, 2008. 0.39% of 280,000 active. K18 P301L tau heparin fibrillization, Alexa594 FP, 6 h. Microtubule-associated protein tau (Homo sapiens), P10636. Potency, µM (doses to about 57.7 µM), without a hit: at the highest dose activity, negative = inhibition, most hits filed as inhibitors; also: nearly all actives have a fitted effect of over 55% in size
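Quantitative HTS format: compounds meet 15 uM recombinant K18 P301L tau and Alexa 594-tau tracer in 100 mM sodium acetate pH 7; 20 uM heparin triggers fibrillization at 37 C over 6 hr; FP gives the signal.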
The depositor's hits bear a star; ? = inconclusive; · = no result given; [ ] = another dose, or the depositor's remark. Unless noted, calls follow the shape of the dose curve; as a rule, active = well fitted curve in the direction sought with a large enough effect; inconclusive = small, poorly fitted or top-dose-only effect, or another doubt; inactive = no such curve, though single readings can be large; an effect the other way counts as inactive or inconclusive. Unless noted, % is scaled to controls: 0 for no effect and ±100 for the full control effect; potency is read from the fitted curve at half-maximal effect. This is a random part of the collection; about 8.5% have a hit in one of these screens.

Order of results: Tau ThT inhib | L3MBTL1 block | Tau fluor cs | ALDH1A1 inh | GLA spleen mod | TR SRC2 fluor cs | TRb-SRC2 inh | Tau fibril FP
CCOC(=O)Cc1c(C)c2c(C)nn(-c3ccccc3)c2oc1=O
 : -12% | -10% | -14% | ? | 2% | 1% | -1% | -9%
COC(=O)c1ccccc1NC(=O)c1ccccc1N(C)S(=O)(=O)c1ccccc1
 : -6% | -2% | -25% | 4% | -7% | 2% | -2% | -5%
CC1(C)CC(=O)C=C(NCCCNC2CCCCC2)C1
 : 5% | -3% | 9% | -10% | 2% | 3% | 4% | 7%
Cc1ccc(S(=O)(=O)NCC(=O)N2CCC(C)CC2)cc1
 : -6% | · | -2% | -4% | 11% | 1% | 9% | 4%
Cc1cccc(-n2cnc3c(c2=O)c2nc4ccccc4nc2n3Cc2ccco2)c1
 : ? | · | -21% | ? | 17% | -13% | 2% | ?
Cc1ccccc1NC(=S)NC(NC(=O)c1ccco1)C(Cl)(Cl)Cl (stereo unspecified)
 : 3% | 29% | 0% | 9.5µM* | 6% | -11% | -3% | 3%
Cc1ccc(-c2cc(-c3ccccc3)c(C#N)c(Br)n2)cc1
 : -4% | 11% | -20% | 207%[activator] | 4% | -17% | 8% | -18%
CCCCN(C)S(=O)(=O)c1cc(-c2cc(C)no2)ccc1C
 : ? | · | -29% | · | · | -2% | 3% | -10%
Cc1ccc(CSC2=NCCN2C(=O)c2ccco2)cc1
 : 8% | 10% | -2% | -3% | -5% | 1% | 0% | 5%
c1ccc2sc(SCSc3nc4ccccc4s3)nc2c1
 : -12% | 117%[activator] | -18% | -15%[13.5 µM] | 6% | -1% | 2% | -1%
COc1cc(NS(=O)(=O)c2ccc(F)cc2)c(OC)cc1NC(=O)C1CC1
 : -2% | 1% | -10% | -6% | -3% | -5% | -4% | -10%
CC(=O)c1c(COC(=O)c2cccc(C)c2)nc2ccccc2[n+]1[O-]
 : ? | -26% | ? | · | -2% | 1% | -5% | 11%
O=C(O)CCCC(=O)Nc1cc([N+](=O)[O-])ccc1O
 : -10% | -2% | -2% | 1% | -1% | -4% | -9% | -4%
Cc1cc(C)c2c(-n3cccc3)c(C(=O)NCCc3ccc(Cl)cc3)sc2n1
 : 9% | · | 10% | · | · | -1% | -5% | -3%
Cc1ccc(C)c(N2CCN(C(=O)c3cc4c(=O)n(Cc5cccs5)ccc4nc3C)CC2)c1
 : -14% | · | -16% | · | · | -2% | 5% | -11%
COc1cc(OC)c2c(=O)c(-c3ccccc3)c(C)oc2c1OC
 : -3% | · | -5% | 14µM* | 5% | -6% | -4% | -9%
COc1ccc(/C=C/C(=O)OCC(=O)N2CC(=O)Nc3ccccc32)cc1
 : 0% | -1% | -5% | ? | 2% | -16% | 5% | -1%
CC(=O)c1ccc(NC(=O)/C(=C\c2ccccc2)NC(=O)c2ccco2)cc1
 : -12% | · | -9% | ? | -3% | -2% | 0% | -11%
COc1ccc(/C=N/NC(=O)Cn2cnc3c2c(=O)n(C)c(=O)n3C)cc1
 : -3% | 2% | 11% | · | -5% | -4% | -3% | 11%
C=CCSc1nnc(-c2ccc(Cl)cc2Cl)o1
 : -14% | 56%[activator] | -15% | -13% | -9% | 2% | 2% | -2%

Single records, as listed above. Values in the order: Tau ThT inhib | L3MBTL1 block | Tau fluor cs | ALDH1A1 inh | GLA spleen mod | TR SRC2 fluor cs | TRb-SRC2 inh | Tau fibril FP
`COC(=O)c1ccccc1NC(=O)c1ccccc1N(C)S(=O)(=O)c1ccccc1` across the screens: -6% | -2% | -25% | 4% | -7% | 2% | -2% | -5%
`Cc1cc(C)c2c(-n3cccc3)c(C(=O)NCCc3ccc(Cl)cc3)sc2n1` across the screens: 9% | · | 10% | · | · | -1% | -5% | -3%
`Cc1ccc(-c2cc(-c3ccccc3)c(C#N)c(Br)n2)cc1` across the screens: -4% | 11% | -20% | 207%[activator] | 4% | -17% | 8% | -18%
`CC(=O)c1ccc(NC(=O)/C(=C\c2ccccc2)NC(=O)c2ccco2)cc1` across the screens: -12% | · | -9% | ? | -3% | -2% | 0% | -11%

Of the compounds above, 2 have a thiophene ring, fused or not.
Order of results: Tau ThT inhib | L3MBTL1 block | Tau fluor cs | ALDH1A1 inh | GLA spleen mod | TR SRC2 fluor cs | TRb-SRC2 inh | Tau fibril FP
Cc1cc(C)c2c(-n3cccc3)c(C(=O)NCCc3ccc(Cl)cc3)sc2n1
 : 9% | · | 10% | · | · | -1% | -5% | -3%
Cc1ccc(C)c(N2CCN(C(=O)c3cc4c(=O)n(Cc5cccs5)ccc4nc3C)CC2)c1
 : -14% | · | -16% | · | · | -2% | 5% | -11%

Further compounds
Order of results: Tau ThT inhib | L3MBTL1 block | Tau fluor cs | ALDH1A1 inh | GLA spleen mod | TR SRC2 fluor cs | TRb-SRC2 inh | Tau fibril FP
NC(=O)C1CCN(CC(=O)NCc2ccccc2)CC1
 : -9% | · | -3% | -2% | 2% | 2% | 7% | 3%
Cc1cc2nc(SCCOC(=O)Nc3cccc(Cl)c3)nc(C)c2cc1C
 : ? | 15% | ? | -11% | 2% | 3% | -5% | -10%
Cc1nc2ccccc2n1/C(=N/S(=O)(=O)c1ccc(Br)cc1)c1ccccc1
 : 0% | 2% | 1% | -4% | 5% | -2% | 1% | 1%
COc1cc(NC(=O)Cn2ncc3c2-c2ccccc2OC3)cc(OC)c1OC
 : 3% | 7% | -15% | ? | -1% | 1% | 7% | 2%
Cc1cc(N2CCOCC2)ccc1/C=C1/SC(=O)NC1=O
 : 10µM* | · | -27% | -11% | 4% | -10% | 0% | -9%
Cc1cccc(C)c1NC(=S)N(CCc1ccncc1)C(C)C
 : 0% | · | -6% | -10% | -4% | -1% | 10% | -2%
O=C(CSc1ccc2nnc(-c3ccncc3)n2n1)Nc1ccccc1F
 : -6% | · | -7% | -7% | 0% | 0% | -6% | 3%
O=C(Nc1ccc(S(=O)(=O)NCc2ccccc2)cc1)c1ccccc1[N+](=O)[O-]
 : -17% | -3% | ? | 32%[activator] | -3% | 0% | 0% | 5%
COc1ccc(-c2cn3c(n2)CCC3)cc1
 : -10% | -8% | -14% | 9% | -15% | -1% | -7% | -15%
Cc1ccc(-c2nnc(N3CC(C)OC(C)C3)c3ccccc23)cc1 (stereo unspecified)
 : -2% | 31%[activator] | 7% | ? | -9% | 0% | -6% | -5%
CCCCc1ccc(NC(=S)NCCc2ccc(S(N)(=O)=O)cc2)cc1
 : -4% | -8% | -24% | 1% | -3% | -1% | 0% | -11%
COc1cccc(N2C(=O)C(CC(=O)Nc3ccc(F)cc3)N(CCC3=CCCCC3)C2=O)c1 (stereo unspecified)
 : -7% | · | ? | · | · | 0% | 4% | ?
CCOC(=O)c1nc2nc(C)cc(=O)n2[nH]1
 : 3% | 2% | -3% | 3% | 9% | -2% | -4% | 0%
COc1ccc(-c2nc3ccccc3n3c(-c4ccccc4)c4c(=O)n(C)c(=O)n(C)c4c23)cc1
 : 0% | · | 1% | · | · | 3% | 4% | -3%
Fc1ccc(C2CC(c3ccco3)n3ncnc3N2)cc1 (stereo unspecified)
 : 2% | -2% | 3% | 1% | -6% | -2% | 0% | -1%
CCCn1nc(C(=O)OCC(=O)NC(C)c2ccccc2)c2ccccc2c1=O (stereo unspecified)
 : 0% | 1% | -8% | 4% | 3% | -2% | -1% | -2%
COc1ccccc1C(=O)Nc1ccc(S(=O)(=O)N2CCOCC2)cc1
 : 2% | 1% | -1% | 13% | 1% | -2% | -3% | -3%
CCN1C(=O)[C@H]2[C@H]3[C@H](O)[C@H](O)C/C(=N/OCc4ccccc4)[C@H]3CC[C@@H]2C1=O
 : 2%[11.5 µM] | · | -1%[11.6 µM] | -1%[13.5 µM] | -19%[17.5 µM] | -2%[11.2 µM] | 3%[11.2 µM] | 2%[11.6 µM]
Cc1csc(Sc2ccc([N+](=O)[O-])cc2C(=O)OCC(=O)NC2CCCC(C)C2C)n1 (stereo unspecified)
 : -13% | -4% | -21% | 3% | -3% | 1% | -2% | 8%
COc1ccc(C2CC(=O)c3cc(-c4nc(-c5cccc(Cl)c5)cs4)c(=O)[nH]c3C2)cc1OC (stereo unspecified)
 : -12% | · | -9% | · | · | 7% | -6% | -13%

Other entries:
mol | Tau ThT inhib | L3MBTL1 block | Tau fluor cs | ALDH1A1 inh | GLA spleen mod | TR SRC2 fluor cs | TRb-SRC2 inh | Tau fibril FP
COC(=O)c1c(C)[nH]c(C)c1-c1ccc([N+](=O)[O-])cc1 | ? | -6% | -11% | -6% | -4% | 4% | 1% | 3%
CC1(C)C(c2cccs2)=NC(c2ccccc2)N1O (stereo unspecified) | 6% | -6% | 4% | -6% | 5% | 2% | 2% | 6%
COc1ccc(C2=NN(CCC(=O)NCc3cccs3)C(=O)CC2)cc1 | 4% | · | 2% | -6% | 6% | -3% | 1% | 3%
Cc1ccccc1C1CC(=O)Oc2ccc(O)cc21 (stereo unspecified) | ? | · | -23%[126 µM] | 20µM* | 15%[119 µM] | -5%[201 µM] | 2%[201 µM] | -11%[126 µM]
COc1ccc(CNCC(O)(c2ccc(Cl)cc2)c2ccc(Cl)cc2)cc1 | -6% | 18% | -21% | 1% | 5% | 1% | 6% | -3%
c1cc2c(cc1-c1[nH]ncc1CN1C[C@H]3CC[C@H]1C3)OCO2 | -4% | 0% | 2% | ? | 2% | -4% | 6% | -1%
